TCR act: Activators of T cell receptors: qHTS campaign; primary human leukocytes, anti-CD3, IL-2 HTRF, 48 h; 330,000 tested, under 10 active; Potency, µM (top dose mostly 9.22 µM), without a hit: at the highest dose activation of IL-2 secretion, usual class: activators; further: % of control where 0% means no effect
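Primary human leukocytes incubated 48 hr with anti-CD3 beads plus compound, without co-stimulation. Secreted IL-2 measured by HTRF (europium cryptate/d2 anti-IL-2 pair, 320 nm excitation, 665 nm emission).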
Tb PFK inh: qHTS Assay to Find Inhibitors of T. brucei phosphofructokinase | actives 0.17% (n = 330,000) | Potency, µM (doses to about 57.5 µM), for inactives: at the highest dose activity, negative = inhibition, hits mostly inhibitors | T. brucei PFK, ADP-Glo luminescence | AID 485367, 2010;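 further: potency means the concentration at half of the fitted maximal effect; 0% = uninhibited 1x PFK enzyme wells and -100% = no-enzyme wells; nearly all actives have a fitted effect of over 60% in size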
Target sequence (O15648 whole entry, looked up): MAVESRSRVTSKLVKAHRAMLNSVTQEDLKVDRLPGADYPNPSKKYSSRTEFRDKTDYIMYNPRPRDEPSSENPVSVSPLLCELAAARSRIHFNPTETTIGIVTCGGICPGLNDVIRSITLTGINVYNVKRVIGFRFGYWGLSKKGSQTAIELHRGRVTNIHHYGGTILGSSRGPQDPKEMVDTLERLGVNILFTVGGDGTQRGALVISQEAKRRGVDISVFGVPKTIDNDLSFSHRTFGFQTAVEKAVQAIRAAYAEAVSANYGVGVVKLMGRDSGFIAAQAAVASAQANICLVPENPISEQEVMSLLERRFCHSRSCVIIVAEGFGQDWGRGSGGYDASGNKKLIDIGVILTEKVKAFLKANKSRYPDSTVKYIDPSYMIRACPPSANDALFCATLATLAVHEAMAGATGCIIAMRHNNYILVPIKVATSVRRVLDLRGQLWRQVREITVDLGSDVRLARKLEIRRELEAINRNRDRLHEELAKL
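PFK 1.25 nM, F6P 0.5 mM, ATP 0.1 mM, 0.1 M TEA pH 8.0, 5 mM MgCl2, 0.01% Tween20, 0.1% BSA; 45 min RT. ADP-Glo readout. qHTS titration up to 57 uM; curves fitted, compounds curve-classed.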
Mito fusion yeast: qHTS Assay for Small Molecule Inhibitors of Mitochondrial Division or Activators of Mitochondrial Fusion; Potency, µM (doses to about 46.1 µM), inactives show top-dose growth rescue (activation), hits mostly activators; S. cerevisiae fusion-defective mutant growth rescue, CellTiterGlo 48 h; actives 0.23% (n = 320,000);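 further: potency means the concentration at half of the fitted maximal effect; % of control where 0% means no effect; nearly all actives have a fitted effect of over 45% in size; temperature-sensitive fusion mutants such as fzo1-1 at 37 °C on non-fermentable ethanol glycerol medium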
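Read-out: ATP-based luminescence (CellTiterGlo, 10 min ambient) reporting growth of fusion-defective ts yeast after 48 hours at 37C on glycerol/ethanol YPEG medium in the presence of compound.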
TSHR antag: Antagonists of the Thyroid Stimulating Hormone Receptor: HTS campaign | TSHR-expressing cells, TSH-stimulated cAMP HTRF, 2 h; hits give low values | AID 504810, 2011 | actives 0.2% (n = 330,000) | Thyrotropin receptor (Homo sapiens), P16473 | activity change, negative = inhibition, % at 11.5 µM;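 active means activity change below a set negative limit, meaning inhibition stronger than a set level, cut at about -70% in these data; inconclusive means activity change between two set negative limits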; further: on the % scale 0 is the no-effect control and ±100 the full control effect
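Read-out is FRET at 665 nm (cryptate excitation 337 nm) from a cryptate-tagged anti-cAMP antibody, competed by cell cAMP against cAMP-d2. Compounds are tested on freshly harvested TSHR cells challenged with 4nM TSH (EC80) for 2 hours at 37 deg C.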
PTAP TSG101 blk: qHTS Assay for Iinhibitors of HIV-1 Budding by Blocking the Interaction of PTAP/TSG101 | AID 493005, 2010 | Potency, µM (highest dose often 115 µM), inactives show top-dose activity change, negative = inhibition, usual class: inhibitors | 340,000 tested, under 10 active | Fluorescence polarization, FITC-PTAP peptide / Tsg101 binding | Tumor susceptibility gene 101 protein (Homo sapiens), Q99816; active means well fitted inhibition curve with a large enough effect in the main read-out, with a control signal flat, not every such curve was filed as active; inconclusive means small, poorly fitted or top-dose-only effect, or effect the other way, or a change in a side signal; inactive means no such curve, though single readings can be large or run the other way; further: potency means the concentration at half of the fitted maximal effect; % of control where 0% means no effect
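Tsg101 binding domain (10 uM final) was mixed with compound and a FITC-labeled PTAP peptide (50 nM final) in HEPES pH 7.5 buffer with NaCl, Tween 20, EDTA and TCEP; fluorescence polarization was read after 20 min at r.t.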
A-T KAP1 phos: qHTS Assay for Identifying a Potential Treatment of Ataxia-Telangiectasia | […] A-T fibroblasts, KAP-1 phosphorylation AlphaLISA; neocarzinostatin DNA damage 30 min before lysis | actives 0.19% (n = 320,000) | AID 485349, 2010 | Potency, µM (top dose mostly 57.5 µM), for the others: at the highest dose activation, usual class: activators; further: potency means the concentration at half of the fitted maximal effect; % of control where 0% means no effect; nearly all actives have a fitted effect of over 45% in size
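ATM-like activity read as KAP-1 phosphorylation via AlphaLISA donor/acceptor antibody pairs after lysis and 6 hr at 25C. Cells were ATM-null patient fibroblasts ([…], hTERT), dosed 60 min, then exposed to the DSB inducer NCS for 30 min.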
BCR signal inh: qHTS Assay to Find Inhibitors of Chronic Active B-Cell Receptor Signaling; actives 0.05% (n = 340,000); AID 493014, 2011; Potency, µM (highest dose often 46.1 µM), without a hit: top-dose ratio change, negative = lower green/red ratio, hits mostly inhibitors; ABC-DLBCL IkBa-CBG/CBR reporter, luminescence ratio, 4 h; active means well fitted inhibition curve with a large enough effect in the signal ratio, with a control signal flat, not every such curve was filed as active; inconclusive means small, poorly fitted or top-dose-only effect, or effect the other way, or a change in a side signal; the % refers to the signal ratio;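 further: potency means the concentration at half of the fitted maximal effect; plate controls were basal doxycycline-induced cells for no effect and cells given 10 µM MG132 for full effect; MG132 reads +100%, hits lower the ratio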
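Cell line TMD8 (human ABC DLBCL), stably expressing tet-inducible CBG68-IkBa fusion and CBR; IMDM/0.5% FBS; cpd up to 46 uM; dox induction, 4 h, 37C/5% CO2; dual luminescence; green/red ratio; MG132 control.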
ASM inhibitor: Inhibitors of Secretory Acid Sphingomyelinase (S-ASM): qHTS; Potency, µM (highest dose often 57.5 µM), inactives show at the highest dose activity change, negative = inhibition, actives largely listed as inhibitors; Sphingomyelin phosphodiesterase (Homo sapiens), P17405; placental ASM, HMU-PC fluorogenic substrate, 60 min; actives 0.006% (n = 340,000); further: potency means the concentration at half of the fitted maximal effect
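Human placenta-derived ASM enzyme was preincubated with compound for 10 minutes at room temperature, then given fluorogenic substrate HMU-PC0 (9 uM final) for 60 minutes at 37 °C; a pH 10 stop preceded fluorescence reading at Ex 386/Em 447 nm.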
Eya2 inh: qHTS Assay for Inhibitors of the Phosphatase Activity of Eya2 | Potency, µM (top dose mostly 76.9 µM), for the others: top-dose activity, negative = inhibition, hits mostly inhibitors | AID 488837, 2010 | actives 0.006% (n = 330,000) | recombinant Eya2, OMFP fluorescence dephosphorylation (OMFP is methylfluorescein phosphate); further: potency means the concentration at half of the fitted maximal effect; on the % scale 0 is the no-effect control and ±100 the full control effect
Target sequence (O00167 whole entry, looked up): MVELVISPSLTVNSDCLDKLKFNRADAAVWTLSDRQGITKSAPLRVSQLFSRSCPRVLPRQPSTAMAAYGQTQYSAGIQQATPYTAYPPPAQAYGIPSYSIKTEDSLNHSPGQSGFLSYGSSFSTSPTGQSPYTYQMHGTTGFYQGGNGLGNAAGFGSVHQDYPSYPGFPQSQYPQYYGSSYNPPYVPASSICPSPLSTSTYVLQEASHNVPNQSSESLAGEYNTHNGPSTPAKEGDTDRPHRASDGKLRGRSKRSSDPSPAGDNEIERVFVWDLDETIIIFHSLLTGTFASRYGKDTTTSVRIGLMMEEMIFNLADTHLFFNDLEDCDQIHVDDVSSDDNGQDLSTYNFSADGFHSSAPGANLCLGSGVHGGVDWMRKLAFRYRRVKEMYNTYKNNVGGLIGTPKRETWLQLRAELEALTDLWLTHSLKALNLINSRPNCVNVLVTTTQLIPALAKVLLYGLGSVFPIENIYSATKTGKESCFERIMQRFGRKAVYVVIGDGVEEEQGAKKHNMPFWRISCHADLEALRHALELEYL
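Eya2 (0.2 uM) preincubated 10 min at ambient with compound, then OMFP substrate added at 50 uM; 10 min reaction in 50 mM HEPES pH 7.5, 50 mM NaCl, 5 uM MgCl2, 0.05% BSA, 1 mM DTT. Fluorescence read at Ex 485/Em 525 nm.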
a7 integrin act: qHTS for Activators of Integrin-Mediated Alleviation for Muscular Dystrophy; Potency, µM (titrated, usually from 38.3 µM), without a hit: top-dose activation, usual class: activators; actives 0.064% (n = 350,000); alpha7betagal myoblasts, beta-gal FDG fluorescence, 48 h;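 further: potency means the concentration at half of the fitted maximal effect; 100% = response of the positive control SU9516; nearly all actives have a fitted effect of over 60% in size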
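alpha7betagal+/- myoblasts (passage 13, 250/well) treated 48 h at 37C with compounds at 1:260 dilution of DMSO stock. Lysed, then beta-galactosidase activity read as FDG fluorescence (ex 480/em 540) after 30 min, with pre-read for autofluorescence.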
ELG1 DNA repair: qHTS screen for small molecules that inhibit ELG1-dependent DNA repair in human embryonic kidney (HEK293T) cells expressing luciferase-tagged ELG1; Potency, µM (doses to about 46.1 µM), inactives show at the top dose activity change, negative = inhibition, most hits filed as inhibitors; actives 2.3% (n = 330,000); HEK293T ELG1-luciferase reporter, luminescence, 16 h; DNA damage induced by 5-fluorouridine; AID 504467, 2011; further: potency means the concentration at half of the fitted maximal effect; on the % scale 0 is the no-effect control and ±100 the full control effect; nearly all actives have a fitted effect of over 55% in size
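Step one: seed 2,000 cells per well. Step two: pin-transfer compound or DMSO alongside 5-fluorouridine. Step three: incubate 16 hr, 37 °C, 5% CO2. Step four: add ONE-Glo, wait 30 min, read luminescence.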
Starred values were filed as active, the others as inactive; ? = inconclusive; / = no result given; [ ] = another dose, or the depositor's remark. Unless noted, the call rests on the fitted dose curve; in most records, active means well fitted curve in the direction sought with a large enough effect; inconclusive means small, poorly fitted or top-dose-only effect, or another doubt; inactive means no such curve, though single readings can be large; an effect the other way counts as inactive or inconclusive. Not a hit list; any-hit rate near 3.2%.

SMILES	TCR act	Tb PFK inh	Mito fusion yeast	TSHR antag	PTAP TSG101 blk	A-T KAP1 phos	BCR signal inh	ASM inhibitor	Eya2 inh	a7 integrin act	ELG1 DNA repair
N=C(N)SCc1nc2ccccn2c1Br	-1.4%[46.1 µM]	1.0%	-8.0%	3.9	-1.4%	3.4%	?	6.7%	-1.1%	-39.3%	-26.4%
CCC1CCCCN1c1cc(C)nc2cc(-c3cccc(C)c3)nn12 (centres undefined)	2.7%	0.1%	?	-13.8	-3.8%	12.4%	?	-9.0%	-0.1%	-10.4%	-18.8%
COC(=O)CSc1nc2c(c(-c3ccc(O)cc3)c1C#N)CCCC2	-1.1%	-0.1%	1.7%	-3.9	-0.4%	0.2%	1.3%	-4.9%	-2.5%	17.8%	9.2%
O=C(NCc1cccnc1)C1CC(c2cccc(Br)c2)=NO1 (centres undefined)	1.1%	-5.0%	2.6%	2.1	-5.1%	4.6%	-3.4%	2.1%	1.1%	-23.4%	-7.7%
CCCCC(=O)Nc1cc([N+](=O)[O-])ccc1Cl	-6.2%[46.1 µM]	-4.6%	-7.3%	-5.2	-0.8%	6.9%	0.2%	10.7%	1.2%	9.3%	-7.6%
CN(Cc1ccccc1)C(=O)CN1C(=O)NC2(CCCC2)C1=O	21.0%	-0.1%	-2.4%	4.6	-0.8%	-4.2%	-4.2%	7.3%	6.5%	13.6%	10.5%
CCSc1nc2sc3c(c2c(=O)n1C1CCCCC1)CCN(C)C3	-2.3%	-2.9%	8.2%	-11.5	-5.7%	-3.1%	-1.6%	1.7%	-0.1%	-47.2%[inhibitor]	-24.1%
O=C(COC(=O)CNC(=O)c1ccccc1F)Nc1ccc(Cl)cn1	-16.1%	0.4%	/	/	-2.2%	-1.2%	-3.9%	2.6%	-13.4%	3.3%	4.1%
CC1CN(c2cc3nccnc3cc2F)CC(C)O1 (centres undefined)	-5.2%	-7.9%	-10.6%	0.6	-0.6%	-5.4%	?	11.7%	7.7%	7.4%	-5.0%
CCOC(=O)/C=C/[C@H]1CC2(CCO1)SCCCS2	-4.9%	3.2%	-16.8%	10.9	0.4%	1.3%	?	4.2%	7.9%	19.1%	?
N#Cc1ccc(-n2nccc2-c2cnc3n(c2=O)CCS3)cc1	0.7%	-1.0%	0.2%	1.5	-4.0%	-0.4%	-2.6%	-0.4%	-3.4%	5.3%	8.7%
O=C(O)c1ccc(NS(=O)(=O)c2cccc(S(=O)(=O)c3ccc(Cl)c(Cl)c3)c2)cc1	2.9%	1.6%	0.1%	-6.8	-5.0%	0.1%	-2.1%	6.9%	8.2%	-0.6%	?
CC1C(=O)OC2C1CCC1(C)CCC(=O)C(C)C21 (centres undefined)	-4.0%	?	11.8%	-3.1	-0.5%	-13.0%	0.9%	0.1%	-6.5%	?	-0.7%
Cc1nc(SCC(=O)Nc2cccc(S(=O)(=O)N3CCOCC3)c2)nc(C)c1C	-2.7%[46.1 µM]	2.4%	/	22.6	-4.0%	25.8%	-2.0%	5.1%	4.9%	5.3%	?
COc1ccc(NC(=O)CSc2nc3n[nH]c(C)c3c(=N)n2-c2ccc(Cl)c(C)c2)cc1OC	-0.3%	0.7%	-1.3%	-7.4	0.3%	-13.5%	-5.4%	-3.2%	-2.1%	-30.7%	-3.6%
Cc1cccc(C)c1N1CCN(S(=O)(=O)c2ccccc2)CC1	0.8%	-7.5%	6.9%	-2.5	-0.2%	9.9%	-1.4%	-2.7%	-1.9%	-7.7%	5.7%
Cc1ccnn1CCC(=O)N1CCCC(CCC(=O)N2CCN(c3ccccn3)CC2)C1 (centres undefined)	-1.4%	3.3%	0.8%	-12.2	-4.1%	4.2%	0.4%	-0.7%	-2.8%	-17.2%	-10.6%
CCOC(=O)c1cnc(-n2nc(C)cc2C)nc1Nc1ccc(O)cc1	5.4%	4.3%	1.2%	-0.8	1.1%	-1.7%	?	1.0%	12.3%	0.0%	4.11µM*
O=C(Nc1cccc2c1CCCC2)c1ccncc1	-4.9%[46.1 µM]	-3.4%	0.2%	1.4	-2.9%	-2.2%	?	6.1%	-28.0%	15.6%	4.5%
CCOc1c(OC(C)=O)ccc(/C=C/c2ccc3cccc(OC(C)=O)c3n2)c1[N+](=O)[O-]	1.9%	7.1%	-2.3%	-5.5	-5.8%	-2.0%	?	-10.7%	-13.2%	0.0%	?
C/C(=N\NC(=O)c1cc(C)oc1C)c1ccc2ccccc2c1	-1.8%	-4.2%	6.8%	7.4	-1.1%	-2.8%	?	-6.1%	-12.5%	8.91µM*	0.0%
O=C(COC(=O)Cc1ccc(Br)cc1)NC1CC1	2.7%	-10.4%	-5.9%	-3.8	-3.8%	2.3%	-2.7%	4.4%	1.6%	19.0%	27.1%
O=c1ccc2cc3c(-c4ccccc4)coc3cc2o1	-0.2%	-0.4%	3.8%	-2.4	-2.2%	4.7%	12.1%	/	-16.0%	-4.8%	15.9%
Cc1cc(C(=O)NNc2cc(Cl)ccc2Cl)no1	6.3%	-12.0%	2.2%	6.0	-0.7%	5.2%	?	1.5%	-10.9%	-6.5%	7.1%
CCCCCNS(=O)(=O)c1cc2c3c(c1)CCC(=O)N3CCC2	2.6%	0.0%	11.6%	11.0	1.0%	-2.1%	-3.6%	1.5%	-9.9%	-16.8%	-0.3%
CCN1C(=O)C(CC(=O)N2CCN(C(c3ccccc3)c3ccccc3)CC2)N(CC)C1=O (centres undefined)	10.7%	-0.1%	0.6%	-0.3	-7.0%	-5.8%	-4.8%	-0.7%	-4.0%	-2.7%	1.3%
COc1ccc(-c2c(C)nc(N)nc2-c2ccc(OC)cc2O)cc1	2.1%	0.6%	10.4%	-5.0	-14.0%	-1.5%	-5.8%	7.0%	-2.2%	1.9%	10.1%
Cc1cc(C)cc(NC(=S)NCc2ccc3[nH]c4c(c3c2)CCCC4)c1	-2.5%	3.5%	?	-4.4	-3.7%	-2.0%	-23.7%	-9.2%	5.5%	-41.4%[inhibitor]	?
N#CC(C(=O)c1ccco1)c1ccccn1 (centres undefined)	2.6%	7.0%	1.2%	0.6	-0.4%	-5.5%	10.3%	0.2%	-5.7%	2.3%	?
CCNS(=O)(=O)c1ccc(CCC(=O)O)cc1	1.9%	-1.4%	8.3%	7.6	-6.2%	1.9%	0.7%	-1.1%	6.7%	-6.6%	2.3%
Cc1noc(C)c1COc1cccc(C(=O)N2CCN(C/C=C/c3ccccc3)CC2)c1	2.3%	1.9%	3.4%	-14.4	-2.8%	-6.2%	-12.0%	-1.7%	-14.5%	-32.9%	?
CC(NC(=O)C12CC3CC(CC(C3)C1)C2)c1ccc(F)cc1 (centres undefined)	-4.9%	-14.5%	18.5%	12.9	-3.0%	11.0%	1.9%	6.9%	0.1%	12.9%	7.4%
O=C(Nc1ccc(F)cc1)c1ccccc1F	-8.3%	/	4.8%	/	-5.7%	/	/	0.9%	/	-1.3%	/
COc1ccc(OCC(=O)Nc2ccc3c(c2)nc(CCN2CCOCC2)n3C)cc1	4.4%	-0.6%	-5.5%	-0.9	-1.9%	-1.9%	?	2.8%	10.4%	-36.1%	-12.1%

From PubChem
